CIT2 TOR yeast = yeast TOR pathway CIT2-GFP modulation; S. cerevisiae CIT2-GFP strain, flow cytometry, 3 h; 100 means same as DMSO wells; GFP response vs DMSO, % at 10 µM; actives 0.065% (n = 320,000); AID 2029;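 active means GFP response relative to DMSO above a set limit, near the screen mean plus 3 SD, cut at about 150% in these data; inconclusive means Fewer than 70 cells measured for a yeast strain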;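 further: ratio of well median GFP fluorescence to mean of DMSO wells on the plate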
AHR activator = human AHR activation. P35869. AHR-responsive luciferase reporter cells, luminescence. activation, % at 5 µM. actives 2.5% (n = 320,000); in the data active means activation above about 47%;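 further: 0% = vehicle wells and 100% = reference agonist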
procasp3 activ = activates human procaspase-3; P42574; recombinant procaspase-3 D3A, Ac-DEVD-pNA absorbance 405 nm; activation, % at 8.5 µM; actives 0.11% (n = 330,000); AID 463141;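 active means activation above the mean of all tested compounds plus 3 SD, cut at about 21% in these data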;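 further: 0% = DMSO alone and 100% = DMSO wells spiked with extra 5 µM PC-3 D3A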
Target sequence (P42574 whole entry D9A/D28A/D175A): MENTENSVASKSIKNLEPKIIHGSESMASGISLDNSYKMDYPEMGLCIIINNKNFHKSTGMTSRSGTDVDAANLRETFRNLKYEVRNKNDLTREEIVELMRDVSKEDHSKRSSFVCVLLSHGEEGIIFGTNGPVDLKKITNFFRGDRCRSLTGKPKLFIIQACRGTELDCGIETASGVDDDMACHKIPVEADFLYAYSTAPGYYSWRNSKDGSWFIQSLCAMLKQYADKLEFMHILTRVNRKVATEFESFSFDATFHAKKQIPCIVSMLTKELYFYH
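System: Procaspase-3 D3A mutant. Medium: Zinc-free 300 mM NaCl, 50 mM HEPES, 0.01% Triton X-100. Schedule: 1 h preincubation plus 2 h reaction at 25 °C. Measured by: 405 nm absorbance of p-nitroaniline, reads at 0 and 120 min. Read-out: percent activation relative to control range.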
procasp7 counter = counter-screen for procaspase-3 activators: activators of human procaspase-7 | activation, % at 8.5 µM | AID 463210 | P55210 | recombinant procaspase-7, Ac-DEVD-pNA absorbance 405 nm; D23A/D198A/D206A triple mutant, cannot self-cleave; scale: DMSO 0, 5 µM enzyme 100 | actives 0.093% (n = 330,000);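 active means percent activation above the screen-wide mean plus 3 SD, cut at about 25% in these data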
Target sequence (P55210 whole entry D23A/D198A/D206A): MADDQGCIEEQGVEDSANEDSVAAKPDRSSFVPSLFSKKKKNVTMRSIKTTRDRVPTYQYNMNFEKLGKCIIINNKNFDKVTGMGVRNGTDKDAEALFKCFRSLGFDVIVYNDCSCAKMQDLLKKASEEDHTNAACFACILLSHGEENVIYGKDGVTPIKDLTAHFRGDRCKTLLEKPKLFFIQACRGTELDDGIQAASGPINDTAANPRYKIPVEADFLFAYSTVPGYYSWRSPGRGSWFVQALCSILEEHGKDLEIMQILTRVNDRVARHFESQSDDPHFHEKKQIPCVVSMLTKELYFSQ
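System: Uncleavable procaspase-7 mutant enzyme; Amount: 2 µM procaspase-7 mutant as dispensed; Schedule: 1 h compound preincubation, 2 h substrate cleavage, 25 °C; Measured by: 405 nm absorbance of p-nitroaniline; Evaluation: percent activation from buffer-corrected 0–120 min absorbance change; Control set: low DMSO alone, high DMSO plus 5 µM PC-7.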
LAP4-GFP MLPCN = modulators of TOR pathway LAP4-GFP in S. cerevisiae; S. cerevisiae LAP4-GFP multiplex, flow cytometry GFP, 3 h; median GFP as percent of DMSO wells; GFP response vs DMSO, % at 10 µM; actives 0.34% (n = 320,000);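 active means GFP response vs DMSO above a set limit, about the screen mean plus 3 SD, cut at about 150% in these data; inconclusive means under 70 cell events counted for the yeast strain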
RPL19A TOR yeast = yeast TOR pathway RPL19A-GFP modulation | S. cerevisiae RPL19A-GFP strain, flow cytometry, 3 h; hits give low values | percent response vs DMSO, % at 10 µM | actives 0.3% (n = 330,000) | AID 2025;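 active means percent response vs DMSO below 50%; inconclusive means fewer than 70 events counted for the yeast strain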;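 further: median channel GFP fluorescence of the barcoded RPL19A-GFP strain; ratio of sample median GFP to plate DMSO average so 100% = DMSO; lower means less RPL19A-GFP as with rapamycin TOR inhibition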
AGP1-GFP MLPCN = yeast TOR pathway AGP1-GFP modulation. S. cerevisiae AGP1-GFP multiplex flow cytometry, 3 h; GFP as percent of DMSO wells. GFP response vs DMSO, % at 10 µM. actives 0.02% (n = 320,000);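 active means GFP response relative to DMSO above a set limit, near screen average plus 3 SD, cut at about 150% in these data; inconclusive means fewer than 70 cells counted for the yeast strain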;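 further: median GFP channel fluorescence of the gated AGP1 strain per well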
MEP2 TOR yeast = alters MEP2-GFP fluorescence in TOR pathway yeast screen; GFP response vs DMSO, % at 10 µM; AID 2016; actives 0.51% (n = 330,000); S. cerevisiae MEP2-GFP strain, flow cytometry GFP, 3 h; 100% = DMSO control level;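 active means GFP response versus DMSO above a set limit, roughly screen mean plus 3 SD, cut at about 180% in these data; inconclusive means fewer than 70 cells counted for a yeast strain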;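 further: median GFP fluorescence of the barcode-gated MEP2-GFP cells per well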
* marks the source's active call; other numbers are inactive results; ? = inconclusive; · = no result given; [ ] = remark or other dose.

Results follow in this order: AHR activator	AGP1-GFP MLPCN	MEP2 TOR yeast	RPL19A TOR yeast	procasp7 counter	CIT2 TOR yeast	LAP4-GFP MLPCN	procasp3 activ
1. O=C(CC(Cc1ccccc1)c1ccco1)NCc1ccco1 (configuration not stated)
→ 3	·	98	99	4	·	·	-13
2. N/C(=N/O)c1ccccc1N1CCC(Cc2ccccc2)CC1
→ -1	109	109	106	1	108	101	11
3. O=c1c2ccccc2nnn1Cc1ccc2ccccc2c1
→ 7	94	96	94	3	88	109	1
4. COc1cccc(CNS(=O)(=O)c2cc(-c3cc(C)no3)ccc2C(C)C)c1
→ 7	102	102	103	-2	103	102	4
5. O=C(c1ccc2oc(CCCc3ccccc3)nc2c1)N1CCCC(CCCO)C1 (configuration not stated)
→ 2	104	103	106	-2	100	98	1
6. CC(c1nccs1)N(C)C(=O)CCc1nnc(Cc2c[nH]c3ccccc23)o1 (configuration not stated)
→ 8	99	102	98	5	104	101	-7
7. CCS(=O)(=O)c1ccc2oc(Nc3ccc(C(C)C)cc3)nc2c1
→ 6	102	105	99	-27	111	97	-14
8. COc1cccc2cc(C(C)N(CCCN3CCOCC3)C(=S)Nc3c(C)cccc3C)oc12 (configuration not stated)
→ -2	109	97	99	-6	105	107	-8
9. Clc1ccc(CNC2CCCC2)c(Cl)c1
→ -1	104	97	98	11	96	95	0
10. CCOc1ccc(NC(=O)c2cccnc2Cl)c([N+](=O)[O-])c1
→ 8	109	115	106	-4	108	108	5
11. COc1ccccc1NS(=O)(=O)c1ccc(C)c(C(=O)Nc2cc(C)on2)c1
→ 0	104	105	102	-2	110	101	7
12. O=C(NNC(=S)Nc1ccccc1C(F)(F)F)C1CC1
→ 8	101	96	93	8	93	105	2
13. Cc1csc2nc(COC(=O)c3ccc(Cl)c([N+](=O)[O-])c3)cc(=O)n12
→ 0	97	99	96	9	85	115	8
14. O=C(OCc1ccc([N+](=O)[O-])cc1)c1ccc(N2CCCC2)c([N+](=O)[O-])c1
→ 3	113	106	105	4	108	107	-3
15. O=C(NCc1ccco1)/C(=C/c1ccc([N+](=O)[O-])cc1)NC(=O)c1ccco1
→ -1	98	101	100	4	102	105	8
16. CCCCN1CNC(=S)N(c2ccc(C(=O)OCC)cc2)C1
→ 1	101	104	105	-2	99	102	2
17. O=C1CC(c2ccccc2)SC(N(c2ccccc2)c2ccccc2)=N1 (configuration not stated)
→ 3	103	109	105	18	107	90	14
18. O=C(COC(=O)c1cc[n+]([O-])cc1)Nc1ccccc1Cl
→ 2	106	99	101	7	105	105	0
19. CCOC(=O)c1c2c(c(=S)n(-c3ccccc3)c1N)CCC2
→ 10	91	98	94	-4	87	102	4
20. Cc1cccc(COC(=O)CCCNC(=O)c2ccc(Cl)cc2)c1
→ 1	90	89	96	6	81	117	-7
21. C=C(C)CC1Nc2ccccc2NC1CC(=C)C (configuration not stated)
→ 8	100	94	94	-2	93	96	-3
22. CCc1nn(CC(=O)N2CCN(C)CC2)c(=O)c2cccn12
→ -4	105	106	101	1	105	105	4
23. COc1ccc(Cl)cc1NC(=O)c1ocnc1C
→ 40	91	105	96	-2	106	104	-10
24. CS(=O)(=O)N(CC(=O)NC1CCCCC1)Cc1ccc(Cl)cc1
→ 1	·	106	101	7	108	111	7
25. COc1cccc(OCCSc2nc3ccccc3c(=O)[nH]2)c1
→ 20	101	99	98	8	94	97	1
26. COc1cccc(N2[C@@H](CC(C)=O)c3ccc(/C=C/C(C)=O)cc3S2(=O)=O)c1
→ 5	103	105	100	-8	106	104	1
27. C=CCOc1ccccc1CN(C(=O)CCl)c1ccc2c(c1)OCO2
→ 43	105	107	101	-1	103	116	0
28. COc1ccc(OC)c(CNC(=O)CCCc2cn(C)c3ccccc23)c1
→ 71*	102	97	100	2	95	105	3
29. CCOC(=O)Cc1cnc(N)s1
→ 3	98	95	93	-8	104	100	1
30. CN(C)c1ccc(N/C=C/C(=O)C(F)(F)F)cc1
→ 2	60	99	95	-19	80	93	-18
31. CCn1c(-c2ccccc2)c(C(=O)CC#N)c2ccccc21
→ 3	103	100	100	11	98	94	-3
32. CCO[C@@H]1OC(C(=O)N2CCN(Cc3ccc4c(c3)OCO4)CC2)=C[C@H](c2ccc3c(c2)OCO3)[C@H]1CCCO
→ 0	93	91	103	1	113	101	5
33. Cc1cccc(NS(=O)(=O)c2coc(C(N)=O)c2)c1C
→ 1	104	100	103	-3	114	99	1
34. COc1ccc(OC)c(NC(=O)C2CCCCC2C(=O)O)c1 (configuration not stated)
→ 4	104	97	105	-10	110	97	0
35. CC(=O)c1cccc(NC(=O)CN(Cc2ccccc2)S(C)(=O)=O)c1
→ 0	102	103	101	4	99	100	3
36. COc1ccc(CCN2CC(C(=O)NCc3cccc4[nH]ccc34)CCC2=O)cc1 (configuration not stated)
→ 1	93	97	103	-4	104	73	5
37. COC(=O)[C@@H](NC(=O)N1CCC(C)CC1)C(C)C
→ 2	108	94	94	3	98	107	-2
38. COc1ccccc1N1CCN(CCC(=O)Nc2ccc(F)cc2)CC1
→ -1	98	102	101	6	105	92	9
39. CN(C)c1ccc2c(O)cc(=O)n(C)c2c1
→ 11	104	107	98	-4	95	109	2
40. CCOc1ccc(-c2nnn(CC(=O)NCc3ccc4c(c3)OCO4)n2)cc1
→ 2	89	90	91	9	91	86	11

Record cards (already shown). Screens in order: AHR activator | AGP1-GFP MLPCN | MEP2 TOR yeast | RPL19A TOR yeast | procasp7 counter | CIT2 TOR yeast | LAP4-GFP MLPCN | procasp3 activ
`COc1cccc(N2[C@@H](CC(C)=O)c3ccc(/C=C/C(C)=O)cc3S2(=O)=O)c1` is listed as 5 | 103 | 105 | 100 | -8 | 106 | 104 | 1
`C=C(C)CC1Nc2ccccc2NC1CC(=C)C` (configuration not stated) is listed as 8 | 100 | 94 | 94 | -2 | 93 | 96 | -3

(listing goes on)
Results follow in this order: AHR activator	AGP1-GFP MLPCN	MEP2 TOR yeast	RPL19A TOR yeast	procasp7 counter	CIT2 TOR yeast	LAP4-GFP MLPCN	procasp3 activ
41. CC1=C(C(=O)OC(C)C)C(c2ccncc2)n2ncnc2N1 (configuration not stated)
→ 3	89	114	106	2	115	104	-2
42. O=C(CNC(=O)c1cc(Cl)nc2ccccc12)Nc1ccccc1Br
→ 5	101	97	95	-13	95	104	-7
43. Nc1nc(SCC(=O)Nc2ccc(Cl)c(S(=O)(=O)N3CCOCC3)c2)n[nH]1
→ 1	105	102	103	-5	102	111	-5
44. COc1ccc(C(=O)Nc2oc(-c3ccccc3)c(-c3ccccc3)c2C#N)cc1
→ 2	103	103	101	9	·	88	10
45. CNC(=O)c1cc(S(=O)(=O)N(C)C)ccc1Cl
→ -1	90[may fluoresce red]	88[may fluoresce red]	?	-1	100[may fluoresce red]	89[may fluoresce red]	2
46. CCOC(=O)c1ccc(NC(=O)c2ccc3c(c2)C(=O)N(Cc2cccnc2)C3=O)cc1
→ 3	126	92	84	-11	87	168*	-5
47. CCN(CC)S(=O)(=O)c1ccc(N2CCOCC2)c(NC(=O)Cc2ccc(Cl)cc2)c1
→ 0	105	106	116	6	104	91	-4
48. O=C(NNC(=O)C12CC3CC(CC(C3)C1)C2)c1ccccc1[N+](=O)[O-]
→ 0	103	105	105	-8	110	107	1
49. CCc1ccc(NC(=O)CNC(=O)[C@@H]2Cc3ccccc3CN2)cc1
→ 4	24	100	94	1	106	94	-3
50. CC(C)(C)c1ccc(S(=O)(=O)N2CCSC2)cc1
→ 6	103	98	106	3	103	102	-3
51. COC(=O)c1sc(S(=O)(=O)N2CCN(c3ccccc3)CC2)c(C(=O)OC)c1C
→ 0	107	101	100	-1	103	104	-1
52. COc1ccccc1NS(=O)(=O)c1cccc(C(=O)N/N=C/c2ccccc2OCC(=O)O)c1
→ 3	102	97	95	12	103	101	3
53. CC1CCN(CC(=O)Nc2ccc(N3CCCCCC3)cc2)CC1
→ 2	102	95	96	-10	93	116	5
54. COc1cccc(NC(=O)Nc2nnc(CC(=O)Nc3ccccc3)s2)c1
→ 1	100	95	96	-4	97	101	6
55. O=c1[nH]nc(CNc2ccc(OC(F)(F)F)cc2)c2ccccc12
→ 3	91	106	97	5	95	94	8
56. NCCN1C(=O)S/C(=C\c2ccc3c(c2)OCO3)C1=O
→ -2	95	110	107	-20	103	88	-5
57. Nc1c2c(nc3ccccc13)CCCC2=O
→ 18	52	149	72	1	99	105	12
58. O=C(c1nc2n(n1)C(c1ccc(Cl)cc1)C=C(c1ccccc1)N2)N1CCOCC1 (configuration not stated)
→ 2	94	95	98	4	80	98	-2

Of the compounds above, 7 have four or more nitrogen atoms.
Results follow in this order: AHR activator	AGP1-GFP MLPCN	MEP2 TOR yeast	RPL19A TOR yeast	procasp7 counter	CIT2 TOR yeast	LAP4-GFP MLPCN	procasp3 activ
6. CC(c1nccs1)N(C)C(=O)CCc1nnc(Cc2c[nH]c3ccccc23)o1 (configuration not stated)
→ 8	99	102	98	5	104	101	-7
22. CCc1nn(CC(=O)N2CCN(C)CC2)c(=O)c2cccn12
→ -4	105	106	101	1	105	105	4
40. CCOc1ccc(-c2nnn(CC(=O)NCc3ccc4c(c3)OCO4)n2)cc1
→ 2	89	90	91	9	91	86	11
41. CC1=C(C(=O)OC(C)C)C(c2ccncc2)n2ncnc2N1 (configuration not stated)
→ 3	89	114	106	2	115	104	-2
43. Nc1nc(SCC(=O)Nc2ccc(Cl)c(S(=O)(=O)N3CCOCC3)c2)n[nH]1
→ 1	105	102	103	-5	102	111	-5
54. COc1cccc(NC(=O)Nc2nnc(CC(=O)Nc3ccccc3)s2)c1
→ 1	100	95	96	-4	97	101	6
58. O=C(c1nc2n(n1)C(c1ccc(Cl)cc1)C=C(c1ccccc1)N2)N1CCOCC1 (configuration not stated)
→ 2	94	95	98	4	80	98	-2
